High-throughput results as filed in PubChem BioAssay.
mouse EphA4 binding – EphA4 ligand-binding antagonists – biochemical, colorimetric, mouse EphA4, primary screen (AID 689). EphA4-AP binding to KYL peptide, pNPP A405; higher % means a stronger effect. one-dose inhibition, % at 10 µM; IC50 in µM for titrated hits. hit rate 0.1% among 62,000; in the data active = a potency from the dose series; inactive = the rest, 99 in 100 with inhibition below about 22%
Active calls of the source: *.

SMILES	mouse EphA4 binding
COc1cc(/C=C(/C#N)C(=O)NCCc2c[nH]c3ccccc23)ccc1OCc1ccccc1F	0%
CCOC(=O)c1c(C)[nH]c(C(=O)OCC(=O)Nc2cc(Cl)ccc2OC)c1C	8%
CC(C)(C)NC(=O)CN(C(=O)Cn1nnc(-c2ccccc2F)n1)c1cccc2c1CCCC2	41%
S=c1[nH]nc(C2COc3ccccc3O2)o1 (stereo not drawn)	-11%
CC(C)(C)n1ncc2c(=O)n(CC(=O)NCc3ccc(F)cc3)cnc21	-3%
CC(C)Oc1ccccc1C1CC(=O)Nc2cc3c(cc21)OCO3 (stereo not drawn)	-3%
O=C(Nc1ccc2c(c1)OCO2)C1CC(c2ccc(Cl)cc2)=NO1 (stereo not drawn)	-13%
COc1ccc(C(C)=O)cc1COC(=O)c1ccc2c(c1)OCO2	-1%
O=C(COC(=O)c1ccc(Br)o1)Nc1nc2ccccc2s1	-14%
NC(=O)C[n+]1cccc2ccccc21	1%
CCc1ccc(NC(Nc2ccc(CC)cc2)=C(S(=O)(=O)CC)S(=O)(=O)CC)cc1	-19%
O=C(CSc1nc2ccccc2c(=O)n1NC(=O)Cc1ccccc1)NCCc1ccccc1	-1%
O=C(CSc1nnc(Cc2cc(=O)[nH]c(=O)[nH]2)n1-c1ccccc1)N1CCCC1	-6%
COc1cc(C(=O)OCC(=O)c2c[nH]c3ccccc23)ccc1OCC(=O)N1CCOCC1	-16%
Cn1c(=O)n(CC#N)c2ccccc21	-7%
Cc1csc(NC(=O)c2ccccc2O)n1	-3%
Cc1ccc(NC(=O)C2C3/C=C\CCCCC32)cc1C (stereo not drawn)	-9%
O=C(CSc1nnc(-c2cccs2)n1Cc1ccccc1)N1CCc2ccccc2C1	14%
Cc1ccc(/C(O)=C2/C(=O)C(=O)N(CCCn3ccnc3)C2c2ccccn2)cc1 (stereo not drawn)	-6%
Cc1cc(C)nc(N2CCCC(C(=O)Nc3ccc4c(c3)OCCO4)C2)n1 (stereo not drawn)	-10%
Cc1ccc(C(=O)NC(=S)Nc2ccc3c(c2)OCCO3)c(C)c1	-31%
COC(=O)c1c2c(nc3ccccc13)CCC2	-24%
O=C(c1ccccc1Cl)N1N=C(c2ccc(Br)cc2)CC1c1nc2ccccc2[nH]1 (stereo not drawn)	-4%
CC(=O)Nc1ccc(CN2CCCCCCC2)cc1	-3%
C=CCNc1nc(-c2ccccn2)nnc1-c1ccccc1	-4%
O=C(NCc1cccs1)C1CCCN(c2nc3ccccc3o2)C1 (stereo not drawn)	-5%
Cc1cc(C)cc(NC(=O)c2ccc(I)cc2)c1	-7%
CC1(C)CC(=O)C=C(Nc2ccccc2O)C1	-6%
CCCCCOC(=O)Cn1c(N2CCOCC2)nc2c1c(=O)[nH]c(=O)n2C	0%
O=C(c1cccs1)n1nc(-c2ccco2)nc1SCc1ccccc1	-12%

Next part (2 carried over from the part before).
SMILES	mouse EphA4 binding
CCCCCOC(=O)Cn1c(N2CCOCC2)nc2c1c(=O)[nH]c(=O)n2C	0%
O=C(c1cccs1)n1nc(-c2ccco2)nc1SCc1ccccc1	-12%
O=C(c1ccc([N+](=O)[O-])cc1Cl)N(Cc1ccccc1)c1ccccn1	2%
O=C(/C=C/c1ccccc1Cl)Nc1cccc(Br)c1	11%
COC(=O)c1ccc(NC(=O)CSc2nnc(C(C)NC(=O)c3ccccc3Cl)n2C)cc1 (stereo not drawn)	9%
CCN1CC=C2C(C#N)=C(N)C(C#N)(C#N)[C@H](c3ccoc3)[C@H]2C1	-3%
Cc1ccc(CN2C(=O)CCC2C(=O)NCc2ccc3c(c2)OCO3)cc1 (stereo not drawn)	-6%
CC(=O)NS(=O)(=O)c1ccc(NC(=O)NC2CCCCC2)cc1	5%
O=C1CC(c2ccccc2)CC(O)=C1C=NCc1ccccc1 (stereo not drawn)	-11%
CCN(CC)S(=O)(=O)c1cccc(-c2nnc(SCCOc3ccc(Cl)cc3)o2)c1	-1%
COCCCNC(=O)C1CCN(c2nc(C)cc(C)n2)CC1	-13%
CN(C)CCN1C(=O)C(=O)/C(=C(/O)c2ccc(F)cc2)C1c1ccccc1F (stereo not drawn)	1%
COc1cc(CC(=O)O)c([N+](=O)[O-])cc1OC	-3%
CCOC(=O)c1nnc(-c2ccccc2)nc1Sc1ccccc1Cl	10%
COC(=O)c1ccc(C2/C(=C(\O)c3ccc(OC)c(C)c3)C(=O)C(=O)N2c2cc(C)on2)cc1 (stereo not drawn)	-5%
COc1ccc(N(CC(=O)N2CCN(C)CC2)S(=O)(=O)c2ccccc2)cc1OC	24%
COc1ccc(C)cc1NC(=O)CN1CCN(c2ccc(F)cc2)CC1	-6%
Cc1ccccc1NC(=O)C1c2cccc[n+]2CC(=O)N1c1c(C)cccc1C (stereo not drawn)	-12%
Cc1ccc(C)c(NS(=O)(=O)c2c(C)ccc3nsnc23)c1	-10%
CS(=O)(=O)N(CC(=O)Nc1cccc(Br)c1)c1cccc(Cl)c1	-3%
Cc1cc(C)c(S(C)(=O)=O)c(Oc2ccc(C(C)(C)C)cc2)n1	-4%
O=C(c1cccc(S(=O)(=O)N2CCOCC2)c1)N1CCN(c2ccc(F)cc2)CC1	-6%
CC1(c2ccccc2)NC(=O)N(CC(=O)NC(=O)NC2CCCC2)C1=O (stereo not drawn)	19%
COc1ccccc1N(C)S(=O)(=O)c1ccc(C(=O)NC(C)(C)C)cc1	10%
O=C(Nc1ccc(F)cc1)c1ccco1	-4%
CSc1nc(NCc2ccco2)c2ccccc2n1	5%
COc1cc(C(=O)NCCc2ccc(S(N)(=O)=O)cc2)cc(OC)c1OC	-5%
CC(C)(C)C(=O)Nc1ccc2c(c1)-c1cc(NC(=O)C(C)(C)C)ccc1C2	-13%
Cc1ccc(CCNC(=O)C2CCCN(C(=O)N(C)C)C2)cc1 (stereo not drawn)	-7%
Cc1nc(-c2cccc(S(=O)(=O)N3CCC(C)CC3)c2)cs1	-2%
Cc1nnc(NC(=O)C2CCN(c3cnccn3)CC2)s1	-6%
C=C(C)CN(CC)C(=O)CSc1nc2ncc(Cl)cc2[nH]1	-4%
COC(=O)c1cccc(S(=O)(=O)N2CCC(NC(=O)NC34CC5CC(CC(C5)C3)C4)CC2)c1	-12%
CCOC(=O)C1CCN(C(=O)CSc2cc(=O)n(C)c3ccccc23)CC1	-6%
COc1ccc(OC)c(C2=NOC(C(=O)Nc3cccc(C(C)=O)c3)C2)c1 (stereo not drawn)	6%
COc1cc(C)c(C(C)C)cc1S(=O)(=O)N1CCN(C)CC1	-14%
C=CCNc1nc(N2CCCCC2)c(C#N)c2c1CN(Cc1ccccc1)CC2	-4%
CCC(C)(C)NC(=O)C(c1ccc(F)cc1)N(Cc1ccco1)C(=O)c1snc(C(N)=O)c1N (stereo not drawn)	-19%
O=S(NC1CCCCC1)C12CC3CC(CC(C3)C1)C2 (stereo not drawn)	-14%
O=C(Nc1ccc(Cl)cc1)OCc1cncs1	19%
CCN(CC)CCCN1C(=O)c2oc3ccccc3c(=O)c2C1c1cccnc1 (stereo not drawn)	-15%
CC1(C)[N+]([O-])=C2C(=[N+]([O-])C1(C)C)c1ccccc1/C2=N\O	-3%
C=CCNC(=O)c1onc(CSc2ccccc2F)c1C(=O)O	2%
O=C(NC1CCC(NC(=O)C(F)(F)C(F)F)CC1)C(F)(F)C(F)F (stereo not drawn)	-14%
O=C(C1CCN(S(=O)(=O)c2cccs2)CC1)N1CCCCCC1	-5%
Cc1cccc(C)c1NC(=O)CSCCO	-8%
Cc1cc(OCc2nc(-c3cccs3)no2)cc(C)c1Cl	2%
CCN(CC)C(=O)C1CCN(Cc2ccc(Br)cc2)CC1	-22%
COc1cc(OC)c(C2C(C(=O)Nc3ccccc3)=C(C)Nc3ncnn32)cc1OC (stereo not drawn)	-12%
CCCc1cc(=O)n2[nH]c(CCc3ccccc3)nc2n1	-4%
Cc1ccc2[nH]c(=O)c3cc(C(=O)N(CCCOC(C)C)Cc4ccco4)sc3c2c1	-2%
O=c1[nH]c(=O)n(CCO)c2nnn(Cc3ccccc3)c12	2%
Cc1ccc(N=c2ssnc2Cl)cc1	-18%
COc1ccc(NC(=O)Cn2nnc(C(N)=O)c2N)c(OC)c1	-8%
O=C(N[C@@H](Cc1ccccc1)C(=O)NC1CCCCC1)c1ccco1	-3%
Cc1ccc(C(=O)N2c3ccccc3N(Cc3ccccc3)C(=O)C2(C)C)cc1	12%
CC(=O)c1ccc(OCCCC(=O)NC2=NCCS2)cc1	-5%
Cc1cc(NC(=O)CSc2nnc(-c3ccc(Br)o3)n2Cc2ccccc2)no1	-13%
COc1ccc(CCNC(=O)CCCn2c(SCC#N)nc3ccccc3c2=O)cc1OC	-8%
O=C(Nc1ccc(F)cc1F)c1cccnc1	-7%
CCOc1ccc(OCC)c(-c2c(=O)n(OCc3ccccc3C(=O)OC)c3ccccc3[n+]2[O-])c1	4%
Cc1cc(/C=c2/sc3nc4ccccc4n3c2=O)c(C)n1-c1ccccn1	-4%

Next structures follow.
SMILES	mouse EphA4 binding
Cc1ccc(C(=O)NC2CC(C)(C)NC(C)(C)C2)c(C)c1	-6%
Cc1cc(NC(=O)CN2CCN(c3ncccn3)CC2)no1	-20%
CC(=O)c1ccc2cccc3c2c1N=CN3C	-2%
O=C(NC1CCN(C(=O)N2c3ccccc3Sc3ccccc32)CC1)c1ccco1	-3%
COc1ccc(S(=O)(=O)N2CCN(C(=O)COc3ccccc3)CC2)cc1	-12%
COc1ccc(/C=N/S(=O)(=O)c2cccs2)cc1	10%
COc1cccc(CNC(=O)CCNC(=O)Cn2ccc3ccccc3c2=O)c1	-10%
COc1ccc(CNc2cc(C)nc3ncnn23)c(OC)c1	-9%
CCc1nc(SCC(=O)Nc2sc(C)c(C)c2C(=O)OC)c2ccccc2n1	-9%
Cc1ccc(C)c(N(C(=O)Cn2nnc(-c3cccs3)n2)C(C(=O)NC2CCCC2)c2ccncc2)c1 (stereo not drawn)	-30%
O=C1NC(c2ccncc2)Nc2sc3c(c21)CCCC3 (stereo not drawn)	-5%
COc1ccccc1/C=C/C(=O)c1ccc(-c2ccccc2)cc1	12%
CSc1nnc2c3c4c(sc3nc(-n3nc(C)cc3C)n12)COC(C)(C)C4	8%
c1ccc2c(c1)Cn1nnnc1-2	2%
Cc1ccc(-c2cc(C(=O)N3N=C(C(F)F)CC3(O)C(F)F)c3ccccc3n2)cc1C (stereo not drawn)	-2%
O=C(c1csc2ccccc12)N1CCCCCC1	2%
Cc1ccccc1NC(=O)Cn1c(C)nc2ccc(N)cc2c1=O	-10%
CCCN(CC1CC1)C(=O)COC(=O)c1[nH]c(C)c(C(=O)OCC)c1C	12%
CCNC(=O)C1CC(=O)N(c2ccc(OCC)cc2)C1 (stereo not drawn)	-4%
Cc1cccc(-c2nc(CN3CCCC(C(=O)NC4CCC(C)CC4)C3)c(C)o2)c1 (stereo not drawn)	-5%
Cc1ncc(S(=O)(=O)c2ccccc2)c(-c2ccccc2)n1	-6%
CCOc1ccc(CN(C(=O)c2oc3cc(C)ccc3c2C)C2CCS(=O)(=O)C2)cc1 (stereo not drawn)	10%
COCCOC(=O)c1ccc(NC(=O)COc2ccc3c(C)cc(=O)oc3c2)cc1	2%
CCOC(=O)/C(N=O)=C(\O)C1CCN(C(=O)OCC)CC1	-6%
COc1ccc(S(=O)(=O)N2CCN(C)CC2)cc1C	-1%
Cc1ccnc(NC(=O)c2ccccc2[N+](=O)[O-])c1	-7%
C=CCOc1ccc(C2N3CC4(CC)CN2CC(CC)(C3)C4=O)cc1 (stereo not drawn)	-3%
O=C(NCCc1ccc2c(c1)OCO2)C1CCN(S(=O)(=O)c2ccc(Cl)cc2)CC1	-20%
CCOc1ccc(-c2cn(CCC#N)cn2)cc1	-6%
CCOC(=O)c1c2n(c3ccc(OC(C)=O)cc13)CCC2	-8%
CSc1nnc2c(n1)OC(C1CC=C(C)CC1)Nc1ccccc1-2 (stereo not drawn)	-3%
CCc1ccc(N(C)S(=O)(=O)c2ccc3[nH]cc(C(=O)NCCN4CCOCC4)c(=O)c3c2)cc1	0%
COc1ccccc1-n1cnc(N)c1C(=O)c1ccccc1	-14%
COc1ccc2cc3cc(C(=O)NCCCN4CCOCC4)oc3nc2c1	6%
COC(=O)C1=C(C)NC2=C(C(=O)c3ccccc32)C1c1ccc(-c2ccccc2C(=O)O)o1 (stereo not drawn)	-2%
COc1ccccc1-n1c(SCC(=O)Nc2ccccc2C)nc(O)cc1=O	-2%

In the list so far, these contain an aryl thioether with sulfur outside any ring.
SMILES	mouse EphA4 binding
O=C(CSc1nc2ccccc2c(=O)n1NC(=O)Cc1ccccc1)NCCc1ccccc1	-1%
O=C(CSc1nnc(Cc2cc(=O)[nH]c(=O)[nH]2)n1-c1ccccc1)N1CCCC1	-6%
O=C(CSc1nnc(-c2cccs2)n1Cc1ccccc1)N1CCc2ccccc2C1	14%
O=C(c1cccs1)n1nc(-c2ccco2)nc1SCc1ccccc1	-12%
COC(=O)c1ccc(NC(=O)CSc2nnc(C(C)NC(=O)c3ccccc3Cl)n2C)cc1 (stereo not drawn)	9%
CCN(CC)S(=O)(=O)c1cccc(-c2nnc(SCCOc3ccc(Cl)cc3)o2)c1	-1%
CCOC(=O)c1nnc(-c2ccccc2)nc1Sc1ccccc1Cl	10%
CSc1nc(NCc2ccco2)c2ccccc2n1	5%
C=C(C)CN(CC)C(=O)CSc1nc2ncc(Cl)cc2[nH]1	-4%
CCOC(=O)C1CCN(C(=O)CSc2cc(=O)n(C)c3ccccc23)CC1	-6%
C=CCNC(=O)c1onc(CSc2ccccc2F)c1C(=O)O	2%
Cc1cc(NC(=O)CSc2nnc(-c3ccc(Br)o3)n2Cc2ccccc2)no1	-13%
COc1ccc(CCNC(=O)CCCn2c(SCC#N)nc3ccccc3c2=O)cc1OC	-8%
CCc1nc(SCC(=O)Nc2sc(C)c(C)c2C(=O)OC)c2ccccc2n1	-9%
CSc1nnc2c3c4c(sc3nc(-n3nc(C)cc3C)n12)COC(C)(C)C4	8%
CSc1nnc2c(n1)OC(C1CC=C(C)CC1)Nc1ccccc1-2 (stereo not drawn)	-3%
COc1ccccc1-n1c(SCC(=O)Nc2ccccc2C)nc(O)cc1=O	-2%

Only part of the results is shown. The share of hits here may be higher or lower than overall.
